# CHRM4 PAM = human M4 muscarinic receptor positive allosteric modulators, primary screen, CHO-K1 cells, Fluo-8 calcium fluorescence. Muscarinic acetylcholine receptor M4 (Homo sapiens), P08173. CHO-K1 hM4/Gqi5, ACh EC20; 0% = ACh EC20, 100% = maximal ACh. activation, % at 3 µM. 360,000 tested, 0.4% active;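 active = activation above its plate's cutoff, the mean activation of sample wells plus 3 SD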; note: some results filed as inactive read as strong as hits
# Target sequence (P08173 whole entry, looked up): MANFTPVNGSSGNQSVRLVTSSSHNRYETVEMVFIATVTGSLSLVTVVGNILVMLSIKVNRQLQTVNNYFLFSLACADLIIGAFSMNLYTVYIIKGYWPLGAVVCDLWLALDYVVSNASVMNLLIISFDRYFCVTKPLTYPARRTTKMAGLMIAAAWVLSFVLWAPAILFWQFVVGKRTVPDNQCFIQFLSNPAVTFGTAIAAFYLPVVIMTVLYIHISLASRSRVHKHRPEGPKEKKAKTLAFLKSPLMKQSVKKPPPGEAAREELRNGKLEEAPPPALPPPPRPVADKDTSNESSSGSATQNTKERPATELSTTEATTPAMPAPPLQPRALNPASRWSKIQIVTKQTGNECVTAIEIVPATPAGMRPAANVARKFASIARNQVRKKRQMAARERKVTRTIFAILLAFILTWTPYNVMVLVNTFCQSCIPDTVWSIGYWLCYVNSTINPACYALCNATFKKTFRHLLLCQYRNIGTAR
# MEKK3 PB1 HTS = modulators of MEKK3-MEK5 PB1 binding, primary screen, biochemical, wildtype MEKK3, multiplex bead flow cytometry, Alexa488-MEK5; bead-based flow cytometry, Alexa488-MEK5 binding to MEKK3; actives lie on both sides; 0 = blocked by unlabeled MEK5, 100 = vehicle; binding response (% of control), % at 10 µM; 290,000 tested, 1.4% active;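 active = binding response more than 3 SD above or below the average of its plate-row segment, actives on both sides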;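 note: Alexa488 bead fluorescence after subtracting the streptavidin-only scavenger bead signal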
# CRFR2-BP ag = agonists of CRF-BP/CRF-R2 complex, primary screen, cell-based, HEK293, calcium dye fluorescence, uHTS; CRF-binding protein / CRF receptor 2 complex (human); calcium dye fluorescence (FLIPR); percent of saturating CRF peptide response; activation, % at 13.2 µM; 350,000 tested, 0.46% active; AID 588473, 2011;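 active = activation of at least 50%, plus an integration ratio under a set limit after plate pattern correction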;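 note: plate controls were neutral control wells without compound for no effect and CRF at EC100 for full effect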
# IDE inh = human IDE inhibitors in live cells, primary screen, fluorescence polarization, HEK cells, FAbetaB substrate; Insulin-degrading enzyme (Homo sapiens), P14735; FAbetaB cleavage; inhibition, % at 5.59 µM; 320,000 tested, 0.41% active;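 active = percent inhibition above the average of all tested compounds plus 3 SD, set per screening campaign, cut at about 16% in these data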;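 note: IDE supplied by intact live HEK cells; FP after avidin binding of uncleaved biotin substrate so inhibition keeps polarization high; 0% = DMSO wells and 100% = 60 µM reference IDE inhibitor Ii1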
# PHOSPHO1 inh = PubChem AID 1565; recombinant PHOSPHO1, absorbance phosphatase assay; Phosphoethanolamine/phosphocholine phosphatase (Homo sapiens), Q8TCT1; 290,000 tested, 1.1% active; inhibition, % at 13.3 µM; in the data active = inhibition above about 60%
# pCIP destab = p/CIP-EGFP fusion destabilizers, primary screen, fluorescence, F442A cells | Q05BA5 | 16 h | decrease of EGFP signal, % at 10 µM | 290,000 tested, 0.01% active | AID 1984, 2009;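 active = EGFP signal decrease of at least 30% at 10 µM or well 3 SD below plate mean, unless failing retest; inactive = the rest, including hits failing retest or dose response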; note: some compounds called inactive have numbers as strong as hits; many of its hits are not listed in these tables
# IDE cell activ = human IDE activators in live cells, primary screen, fluorescence polarization, HEK cells, FAbeta-B substrate | 340,000 tested, 0.073% active | FAbeta-B cleavage; 0% vehicle, 100% cell-free pure enzyme wells | Insulin-degrading enzyme (Homo sapiens), P14735 | AID 493087, 2011 | activation, % at 5.96 µM;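 active = activation above the mean of all tested compounds plus 3 SD, set per screening campaign, cut at about 17% in these data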
# CRFBP-R2 block = antagonists of CRF-BP/CRF-R2 complex, primary screen, cell-based, HEK293, calcium dye fluorescence, uHTS; CRF-induced calcium fluorescence; inhibition, % at 11.8 µM; 350,000 tested, 0.59% active; AID 588475, 2011;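 active = inhibition of the ligand-induced calcium signal above about 50% at the single tested concentration, limit read from the data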
# GalR3 antag = GalR3 antagonists in HEK293 cells, primary screen, cell-based, fluorescence readout. Galanin receptor type 3 (Homo sapiens), O60755. 360,000 tested, 0.44% active. inhibition, % at 3 µM. HEK293 GalR3-CNG cAMP membrane potential fluorescence; galR3 body fused to GalR1 C-terminus;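 active = inhibition above the screen-wide average plus 3 SD, cut at about 13% in these data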;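 note: forskolin and galanin both at EC90 stimulate the cells; cAMP rise reported by CNG channel membrane potential dye signal; 0% = forskolin plus galanin with DMSO and 100% = forskolin alone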
# Target sequence (O60755 1-299 limits assumed): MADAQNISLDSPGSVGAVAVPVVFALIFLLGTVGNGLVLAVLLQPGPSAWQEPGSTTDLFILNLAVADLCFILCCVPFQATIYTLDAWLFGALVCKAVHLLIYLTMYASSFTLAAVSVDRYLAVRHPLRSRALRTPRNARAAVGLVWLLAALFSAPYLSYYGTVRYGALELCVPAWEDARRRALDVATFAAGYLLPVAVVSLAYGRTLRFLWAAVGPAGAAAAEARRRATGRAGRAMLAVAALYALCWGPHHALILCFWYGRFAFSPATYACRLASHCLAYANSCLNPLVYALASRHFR
# Numbers without * were called inactive; x = not tested or not shown; [ ] = remark or other dose.
SMILES,CHRM4 PAM,MEKK3 PB1 HTS,CRFR2-BP ag,IDE inh,PHOSPHO1 inh,pCIP destab,IDE cell activ,CRFBP-R2 block,GalR3 antag
CCOc1ccc(S(=O)(=O)N(C)c2ccc(OCC(=O)Nc3nc(-c4cc(OC)ccc4OC)cs3)cc2)cc1,30*,99,5.8,6,-6,-10,5,-18,8
O=C1[C@@H]2Cc3c([nH]c4ccccc34)CN2C(=O)CN1CCCCCO,-3,102,1.2,2,27,-4,2,-11,-11
COCC1=C(C(=O)OC(C)OC(=O)OC(C)C)N2C(=O)[C@@H](NC(=O)/C(=N\OC)c3csc(N)n3)[C@H]2SC1 (some centres undefined),13,103,1.9,1,x,x,7,8,-1
Cc1[nH]c2ccccc2c1CN1CCC(CO)(Cc2ccccc2)CC1,1,107,4.5,0,44,6,-3,-20,-4
CCOc1ccc2oc(C(=O)NCC3CCCO3)c(C)c2c1 (centres undefined),2,93,-2.1,-2,-4,14,7,4,-2
O=[N+]([O-])c1ccc(/C=C/c2ccc3cccc(O)c3n2)cc1,1,98,0.5,-4,23,-4,2,18,-5
Cc1ccc(-n2nnnc2SC(C(=O)c2c[nH]c3ccccc23)c2ccccc2)cc1 (centres undefined),11,102,0.0,-4,2,-9,7,19,-2
C=CCC[C@@H](Cc1ccc(F)cc1)C(=O)OCCNC(=O)[C@@H](CC=C)CC(=O)N[C@@H](CO)Cc1ccccc1,12,x,-2.6,2,x,x,-3,4,-6
CCCCOCCCNC(=O)N[C@@H](CC(C)C)C(=O)O,-3,98,-1.0,6,17,6,-3,0,-8
O=C(Nc1cccc(C(=O)N2CCN(Cc3ccccc3)CC2)c1)c1ccccc1,-6,93,-0.5,1,37,-5,-7,-8,-2
CC(/C=C(\NC(=O)c1ccccc1)C(=O)N=Nc1c(O)[nH]c2ccc(C)cc12)=C\c1ccccc1,-5,99,1.6,4,91*,-9,-6,14,0
CC1(C)CC2CC(C)(CN2S(=O)(=O)c2cccc(N)c2)C1 (centres undefined),-1,100,-1.6,-2,-12,-7,-4,9,-8
COc1ccccc1NC(=S)N1CCOCC1,6,73*[inhibitor],0.8,-3,3,-15,1,15,-4
O=S(=O)(NCc1ccco1)c1ccc(S(=O)(=O)N2CCCCC2)cc1,2,108,-3.2,6,-9,-14,3,-3,x
Oc1cccc(/C=N/Nc2cc(N3CCCC3)nc(N3CCCC3)n2)c1,-10,101,-0.1,-5,6,6,1,2,-9
Cc1cc(C(=O)CSc2nc(N)cc(N)n2)c(C)n1CCc1ccc(F)cc1,-4,104,0.7,7,11,-4,6,-23,-1
C=CCNC(=O)CSc1nc2cc(C(=O)OCC)ccc2n1CC,-3,107,-0.8,3,5,4,-1,5,-3
COc1ccc(S(=O)(=O)Nc2ccc3c(c2)C(=O)N([C@H](C)CO)C[C@H](C)[C@@H](CN(C)C(=O)Nc2ccc(F)cc2)OCCCC[C@H](C)O3)cc1,3,x,7.9,x,x,x,x,-1,-7
NC(=O)C1CCN(c2nc(-c3ccc(F)cc3)cs2)CC1,3,x,-0.8,6,x,x,-2,1,-1
O=C(COc1ccc(Cl)cc1Cl)Nc1ccccn1,2,96,-1.2,2,-5,-3,-3,-28,-5
O=C(O)CCCC(=O)NCCCCc1ccccc1,3,106,-0.3,6,-47,-12,-4,-3,-7
CCOC(=O)N1CCN(C(c2ccc(F)cc2)c2sc3nc(C)nn3c2O)CC1 (centres undefined),-7,100,0.7,3,-2,-5,-5,-6,x
CCC(=O)c1cc(F)ccc1OCC(=O)N1CCN(c2ccc(F)cc2)CC1,3,92,-5.0,9,-70,-3,-8,2,-12
Cc1ccc(S(=O)(=O)NC(C(=O)N2CCOCCOCCOCC2)c2ccccc2)cc1 (centres undefined),-2,104,0.2,2,48,-29,x,-8,-7
CSc1ccc(/C=N/N2CCN(Cc3ccccc3Cl)CC2)cc1,4,97,1.6,0,20,-7,-3,-7,1
Cc1cccc2c1-c1sc(C(=O)Nc3cccc([N+](=O)[O-])c3C)cc1CO2,1,100,3.1,5,0,-18,0,-28,-5
Cc1ccc(OC(=O)C2CSC3(C)CCC(=O)N23)c(Br)c1 (centres undefined),10,x,-1.2,1,x,x,3,-8,5
CC1OC(Nc2ccc(OC(F)(F)F)cc2)C(O)C(O)C1O (centres undefined),5,105,-1.4,-4,1,6,1,6,-4
FC(F)(F)c1cc(-c2ccco2)nc(N2CCN(c3ccccc3)CC2)n1,11,87,-3.3,-3,1,2,0,-25,-1
O=C(COc1ccc(Br)cc1)OCC(=O)c1ccc[nH]1,3,x,-0.8,x,x,x,x,0,-2
COCCNC(=O)CNC(=S)N(CCCN1CCOCC1)Cc1cccs1,7,96,4.5,0,-3,0,7,0,-1
Cc1cccc(CSc2nnc(-c3cccs3)n2Cc2ccco2)c1,2,97,0.5,7,48,-11,4,39,-7
CC(=O)OCC(COC(C)=O)OC(C)=O,5,x,1.3,2,x,x,-4,-6,x
O=C(c1cccc(N2C(=O)C3CC=CCC3C2=O)c1)N1CCCc2ccccc21 (centres undefined),0,94,-1.0,-7,-10,-16,3,-6,4
O=c1oc2cc(O)ccc2c2ccccc12,12,103,-2.2,-1,16,-1,-3,16,-2
Fc1ccc(C(c2nnnn2C2CCCCC2)N2CCCC2)cc1 (centres undefined),8,108,-1.5,4,-11,9,-4,8,-8
Cc1cccc(CN(C)C[C@@H]2OCc3cnnn3CCCC(=O)N([C@@H](C)CO)C[C@H]2C)c1,7,x,-0.2,x,x,x,x,-6,-3
Cc1ccc2nc(NC(=O)c3ccc(NS(=O)(=O)c4cccs4)cc3)sc2c1,-1,136*,-1.2,-3,-2,-2,6,-17,-4
COc1cccc(N2CC(C(=O)Nc3nnc(SCC(=O)Nc4cc(C)on4)s3)CC2=O)c1 (centres undefined),9,101,2.1,2,-15,4,3,5,0
O=C1NC2(CCCCC2)Oc2ccccc21,7,109,-1.1,-7,2,-9,3,5,1
Cc1ccc(C(=O)c2c3ccc([N+](=O)[O-])cc3[n+]([O-])n2CCC(N)=O)cc1,x,97,1.7,-3,-11,-15,3,-3,-6
CS(=O)(=O)N(CC(=O)NC1CCCC1)Cc1ccc(Cl)cc1,2,86,-0.9,3,2,15,7,4,-6
CCN(C(=O)COC(=O)C1=COCCO1)c1ccccc1,4,x,0.2,2,x,x,-1,15,-6
Cc1ccccc1-n1c(Cn2c(=O)sc3ccccc32)nnc1SCC(=O)Nc1nccs1,4,94,-0.3,4,-7,-7,2,3,-1
Cn1cccc1C(=O)OCC(=O)N1c2ccccc2NC(=O)C1(C)C,-2,103,0.4,2,16,-13,3,-1,-7

# 3 entries from above, sorted by the number in IDE cell activ, lowest first:
mol | IDE cell activ
O=[N+]([O-])c1ccc(/C=C/c2ccc3cccc(O)c3n2)cc1 | 2
Cc1cc(C(=O)CSc2nc(N)cc(N)n2)c(C)n1CCc1ccc(F)cc1 | 6
COCC1=C(C(=O)OC(C)OC(=O)OC(C)C)N2C(=O)[C@@H](NC(=O)/C(=N\OC)c3csc(N)n3)[C@H]2SC1 (some centres undefined) | 7

# Further entries follow:
SMILES,CHRM4 PAM,MEKK3 PB1 HTS,CRFR2-BP ag,IDE inh,PHOSPHO1 inh,pCIP destab,IDE cell activ,CRFBP-R2 block,GalR3 antag
COc1cccc(CC2(CO)CCCN(Cc3cc4ccccc4[nH]3)C2)c1 (centres undefined),-12,103,120*,6,28,-6,0,-118,-8
CCCCCCC(=O)Nc1nc(C)c(-c2csc(Nc3cc(Cl)ccc3OC)n2)s1,8,105,-0.2,4,96*,-12,1,0,0
O=C1CC(N2CCC(O)(c3ccc(Cl)cc3)CC2)C(=O)N1 (centres undefined),3,98,5.4,4,28,1,5,24,5
C=C(C)COc1ccc2c(C)c(CCC(=O)N3C[C@H]4C[C@@H](C3)c3cccc(=O)n3C4)c(=O)oc2c1,4,98,0.6,12,19,5,-1,1,2
O=C(COC(=O)CSCC(=O)N1CCCCC1)Nc1ccc(Cl)cc1,-1,96,-0.4,4,-11,3,5,-4,-2
CC1(C)C(=O)Nc2ccccc2N1C(=O)COC(=O)c1cccc(O)c1,-5,x,-0.8,-2,x,x,3,-2,-5
CC1(C)Cc2c(ccc3ccccc23)-c2nnc(-c3cccnc3)n21,-12,0.0*[inhibitor],-0.9,-4,38,6,-4,-2,-2
CC(Oc1ccc(Cl)cc1Cl)C(=O)N(C)c1ccccc1 (centres undefined),0,105,-1.6,5,-20,-5,2,14,-1
COCc1c(C(=O)N/N=C\c2cccs2)nnn1-c1nonc1N,4,102,-1.3,-1,8,-1,-2,-6,-8
COc1ccccc1NC(=O)CCC(=O)N1CC(C)Oc2ccc(C)cc21 (centres undefined),-4,101,-8.4,-1,18,0,2,13,x
CC1=CN2C(=NC(=O)CC2(C)C(=O)N(CC(=O)NC2CCCC2)c2ccccc2C)C=C1 (centres undefined),-2,124,0.0,5,-13,-2,1,54*,-1
COc1cc(/C=N/NS(=O)(=O)c2ccccc2)c(OC)c(OC)c1,0,100,0.3,1,-36,16,5,17,-11
O=C(O)c1ccc(C2CCCCC2)cn1,4,94,-0.5,11,-7,2,3,22,-4

# Molecules above containing a Cl atom (7):
SMILES,CHRM4 PAM,MEKK3 PB1 HTS,CRFR2-BP ag,IDE inh,PHOSPHO1 inh,pCIP destab,IDE cell activ,CRFBP-R2 block,GalR3 antag
O=C(COc1ccc(Cl)cc1Cl)Nc1ccccn1,2,96,-1.2,2,-5,-3,-3,-28,-5
CSc1ccc(/C=N/N2CCN(Cc3ccccc3Cl)CC2)cc1,4,97,1.6,0,20,-7,-3,-7,1
CS(=O)(=O)N(CC(=O)NC1CCCC1)Cc1ccc(Cl)cc1,2,86,-0.9,3,2,15,7,4,-6
CCCCCCC(=O)Nc1nc(C)c(-c2csc(Nc3cc(Cl)ccc3OC)n2)s1,8,105,-0.2,4,96*,-12,1,0,0
O=C1CC(N2CCC(O)(c3ccc(Cl)cc3)CC2)C(=O)N1 (centres undefined),3,98,5.4,4,28,1,5,24,5
O=C(COC(=O)CSCC(=O)N1CCCCC1)Nc1ccc(Cl)cc1,-1,96,-0.4,4,-11,3,5,-4,-2
CC(Oc1ccc(Cl)cc1Cl)C(=O)N(C)c1ccccc1 (centres undefined),0,105,-1.6,5,-20,-5,2,14,-1

# High-throughput results deposited in PubChem BioAssay by several laboratories.
